# AI-2 QS modul = modulates the Vibrio harveyi AI-2 quorum sensing system. activity change, % at 7.5 µM. Vibrio harveyi JMH597 AI-2 luminescence/OD600 ratio, 9 h; hits give low values; strain lacks LuxN and CqsS sensors; 0 = neutral-control median. AID 2094. 0.4% of 300,000 active; in the data active = activity change below about -75%, passing the limit was not always enough; inconclusive = no clear call, values can overlap the other calls;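 also: luminescence divided by OD600 gain over 9 h not by final OD600 alone; inactives centre near 13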
# GSK3B inh = inhibitors of human GSK3beta kinase; P49841; GST-GSK3beta kinase, ADP-Glo luminescence, 60 min; hits give low values; activity score (negative = inhibition), % at 10 µM; 0.038% of 300,000 active;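 active = more than half of replicate wells score below -50%, meaning over 50% inhibition versus plate controls; inconclusive = some replicates but at most half score below -50%; inactive = no replicate scores below -50%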;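 also: 0% = median DMSO wells and -100% = median GW8510 positive control wells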
#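 Test system: GST-fused GSK3beta enzyme, cell-free | Quantity: 1.6 ng GST-GSK3beta enzyme per well | Reagent: 25 µM ATP with peptide substrate | Schedule: 60 min enzyme reaction, room temperature | Signal: Luminescent ADP-Glo measurement of ADP formed | Read-out basis: Score relative to plate controls | Control set: DMSO and 20 µM GW8510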
# DYRK1A inh = Dyrk1A (rat) kinase inhibition; Q63470; ADP-Glo luminescence, NFATc1 peptide; inhibition, % at 12.5 µM; 0.43% of 310,000 active; in the data active = inhibition above about 50%;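 also: plate controls were vehicle with enzyme for no effect and no enzyme for full effect; many of its hits are not listed in these tables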
# HSP90 refold inh = inhibitors of HSP90 luciferase refolding in rabbit reticulocyte lysate; luciferase refolding luminescence, 3 h; inhibition, % at 5.6 µM; 0.91% of 290,000 active; AID 1789;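 active = inhibition above the screen-wide mean plus 3 SD, computed separately per campaign, cut at about 16% in these data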;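 also: 0% = DMSO wells and 100% = 60 µM geldanamycin wells; inhibitors lower the luminescence because luciferase stays unfolded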
# GSK3 alpha inh = blocks human GSK-3 alpha kinase. P49840. ADP-Glo luminescence, 60 min. inhibition, % at 10 µM. 0.1% of 320,000 active;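 in the data active = inhibition above about 50%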;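 also: GST-tagged GSK-3 alpha with peptide substrate and 25 µM ATP; 0% = DMSO neutral wells and 100% = GW8510 positive control wells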
# Target sequence (P49840 whole entry, looked up): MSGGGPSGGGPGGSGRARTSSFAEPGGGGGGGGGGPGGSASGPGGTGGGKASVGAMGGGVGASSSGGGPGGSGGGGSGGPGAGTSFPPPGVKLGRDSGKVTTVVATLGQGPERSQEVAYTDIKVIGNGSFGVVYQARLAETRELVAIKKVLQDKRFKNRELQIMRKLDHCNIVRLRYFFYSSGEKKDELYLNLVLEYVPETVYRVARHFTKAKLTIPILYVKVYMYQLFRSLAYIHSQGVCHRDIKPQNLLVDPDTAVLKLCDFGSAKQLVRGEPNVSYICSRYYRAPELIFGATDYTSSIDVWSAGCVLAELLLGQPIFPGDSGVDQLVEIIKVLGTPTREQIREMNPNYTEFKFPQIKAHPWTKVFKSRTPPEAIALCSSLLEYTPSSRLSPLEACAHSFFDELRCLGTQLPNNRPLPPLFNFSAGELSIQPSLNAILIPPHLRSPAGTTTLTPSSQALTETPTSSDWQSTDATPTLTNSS
# HSF-1 act = increases HSF-1 driven luciferase reporter signal. NIH3T3-HGL HSF-1 luciferase reporter, MG132, 8 h; 100% = twice DMSO control signal. 1.7% of 300,000 active. activation, % at 9 µM. AID 504408;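 active = mean replicate activation of at least 50% with a set share of replicates each reaching 50%; inconclusive = only one of those two conditions met; inactive = mean below 50% and too few replicates reaching it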;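 also: 0% = median of the neutral control wells and 100% = twice that signal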
# Platelet DG rel = modulates dense granule release in human platelets. human platelet-rich plasma, SFLLRN dense granule ATP release, luminescence. inhibition, %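 (compounds screened at 7.5 µM in platelet-rich plasma)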. 0.22% of 300,000 active;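 active = mean replicate score, as percent of positive control, at or above 50; inconclusive = mean below 50 but at least one replicate at or above 50; inactive = mean and every replicate below 50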
# HDAC3 inh = human HDAC3 inhibition | O15379 | recombinant HDAC3, fluorogenic peptide/trypsin coupled, fluorescence | inhibition, % at 8.3 µM | 0.15% of 320,000 active; in the data active = inhibition above about 26%, passing the limit was not always enough; inconclusive = no clear call, values can overlap the other calls
# Target sequence (O15379 whole entry, looked up): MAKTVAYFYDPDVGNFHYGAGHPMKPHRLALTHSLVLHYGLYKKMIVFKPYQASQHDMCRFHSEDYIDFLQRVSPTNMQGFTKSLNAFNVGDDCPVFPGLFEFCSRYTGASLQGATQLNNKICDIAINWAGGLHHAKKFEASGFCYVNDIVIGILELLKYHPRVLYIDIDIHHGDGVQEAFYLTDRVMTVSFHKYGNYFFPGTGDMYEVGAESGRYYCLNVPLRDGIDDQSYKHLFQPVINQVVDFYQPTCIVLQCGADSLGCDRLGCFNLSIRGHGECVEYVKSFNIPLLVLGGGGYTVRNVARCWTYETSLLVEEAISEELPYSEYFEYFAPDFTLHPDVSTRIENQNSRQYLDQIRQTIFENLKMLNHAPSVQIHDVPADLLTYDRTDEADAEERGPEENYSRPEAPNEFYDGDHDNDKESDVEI
# HSF1 inh = HSF1 inhibition; NIH3T3-HGL HSE-luciferase, MG132-induced, luminescence 8 h; hits give low values; activity change, negative = inhibition, % at 7.5 µM (by protocol); 0.77% of 300,000 active;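 active = more than half of replicate wells show activity change below -50%, luminescence cut by over half; inconclusive = some wells, but at most half, below -50%; inactive = no replicate well below -50%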;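 also: luciferase reports HSF-1 transcriptional activity via heat shock element; 0% = median of DMSO wells and -100% = zero luminescence signal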
# PolyA inh = yeast polyadenylation inhibition; S. cerevisiae SKY197-pL101 polyadenylation reporter, beta-gal luminescence; efflux-impaired pdr1/pdr3 knockout yeast; score 100 = 6 SD above DMSO; calls only at 12 µM; 0.02% of 300,000 active; AID 1875;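 active = lowest replicate activity score at least 50, where 100 means six control SD above control mean; inconclusive = lowest score under 50 but half or more replicates reach 50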;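 also: yeast exposed to compound for 9 h at 30 °C; higher score means more reporter readthrough which indicates perturbed polyadenylation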
# Numbers without * were called inactive; i = inactive; ? = inconclusive; . = not tested or not shown. The list is partial; count on the stated rates, not on these rows.
SMILES,AI-2 QS modul,GSK3B inh,DYRK1A inh,HSP90 refold inh,GSK3 alpha inh,HSF-1 act,Platelet DG rel,HDAC3 inh,HSF1 inh,PolyA inh
COc1ccc2c(c1)C(=C(C#N)C#N)C(=O)N2CCc1ccccc1,29,2,15,0,-1,-14,2,4,0,i
CCN(CC)S(=O)(=O)c1cccc(C(=O)OCC(=O)Nc2ccc3c(c2)c2ccccc2n3CC)c1,0,1,1,2,-3,36,-11,5,7,i
O=C(NN1C(=O)/C(=C/c2cccc(O)c2)SC1=S)c1ccccc1O,24,0,.,0,-6,6,-2,8,1,i
CCOC(=O)c1ccc(N2CN(CCc3ccccc3)CNC2=S)cc1,10,-2,5,-3,0,27,11,-1,18,i
Cc1oc(-c2ccccc2Cl)nc1CS(=O)CC(=O)NCc1ccc(Cl)cc1 (centres undefined),.,2,-2,-3,-1,5,8,4,9,i
CCn1c(SCC(=O)NCCc2ccccc2)nnc1-c1cccs1,66,1,2,1,-2,-4,-3,1,-3,i
CCOc1ccc(CCNC(=O)c2ccc(S(=O)(=O)N3CCCC3)cc2)cc1OCC,13,2,-2,.,-2,-7,10,-2,6,i
CCOC(=O)C1CCCN(S(=O)(=O)c2ccc(F)c(C(=O)Nc3ccc(F)c(F)c3)c2)C1 (centres undefined),15,-4,4,4,0,4,0,7,3,i
CCOc1cc(/C=N/Nc2nc(N3CCCC3)nc(N3CCCC3)n2)ccc1O,9,1,-17,-6,1,1,7,8,-8,i
O=C(Nc1ccccc1N1CCCCC1)c1cccc(OC(F)F)c1,8,2,-4,0,-1,14,-10,8,-3,i
CSc1nc2sc3c(c2c(=O)[nH]1)CCC(C)C3 (centres undefined),34,-6,-8,-2,-3,18,1,1,-1,i
CC(C)=CC1C(C(=O)Nc2ccc(Br)cn2)C1(C)C (centres undefined),-9,-1,10,-1,-1,-15,5,-3,-10,i
CCOC(=O)C1(CCOc2ccccc2)CCN(Cc2ccncc2)CC1,8,1,3,1,-1,-2,-2,2,-5,i
CC(C)c1nnc(NC(=O)COC(=O)/C=C/c2ccc([N+](=O)[O-])cc2)s1,17,0,-3,-1,0,8,0,6,1,i
CC(C)CC(CC(C)C)=NNC(=O)c1ccc2c(c1)OCO2,16,-2,-5,1,0,28,0,-2,7,i
O=C(Nc1c(C(=O)N2CCC(N3CCCCC3)CC2)oc2ccccc12)c1ccc(F)cc1,11,0,0,-4,-1,20,-22,-3,-2,i
CCCCOc1ccc(C(=O)N/C(=C\c2ccc([N+](=O)[O-])cc2)C(=O)OCc2ccco2)cc1,43,0,5,-1,-4,8,-3,?,1,.
NC(=O)c1c(NC(=O)CN2CCOCC2)sc2c1CCC2,13,0,7,-2,1,-3,6,-2,-4,i
Cc1ccc(-n2ncc3c(=O)n(-c4ccc(C)c(C)c4)c(C)nc32)cc1,12,-1,-9,6,-1,3,-2,-4,7,i
OCCN1CCN(c2nc3ccccc3nc2-c2ccccc2)CC1,28,2,14,3,3,6,0,-7,-1,i
CCOc1ccc2ccccc2c1/C=N/NC(=O)c1ccc(C)nc1,-2,3,-3,-4,-4,-3,-9,5,1,i
CC(C)(C)c1nnc(NC(=O)CCn2cnc3ccccc3c2=O)s1,-24,0,0,0,-4,10,21,2,11,i
CC1CCCCN1CCNC(=O)c1ccc2c(c1)N(Cc1cccc(Cl)c1)C(=O)c1ccccc1S2=O (centres undefined),2,0,2,0,2,19,-35,2,11,.
COC(=O)C1=CN(c2ccc(F)cc2)C=C(C(=O)OC)C1c1cccc([N+](=O)[O-])c1,2,-2,0,1,-1,10,1,-1,6,i
Cc1ccc(S(=O)(=O)N2CCN(c3ccccn3)CC2)cc1,18,1,.,0,-2,-22,1,2,-5,.
Cc1cc(NC(=O)c2ccc(C#N)cc2)n(-c2ccccn2)n1,.,.,.,2,-2,-5,-1,0,-7,i
Cc1ccc(C)c(NC(=O)N2CCCCCC2)c1,1,-3,2,4,0,-6,1,-6,-3,i
O=c1cc(-c2ccco2)oc2c1ccc1ccccc12,2,-1,59*,3,3,5,-3,-6,7,i
CCOC(=O)COc1c(OC)cc(Cl)cc1C1NC(=O)NC(C)=C1C(C)=O (centres undefined),7,1,-3,4,1,13,13,-1,8,i
CCCC1S/C(=N/N=C/c2cccs2)NC1=O (centres undefined),34,3,3,-2,-4,7,-5,7,2,i
COCCNC(=O)C(=O)NCC1OCCN1S(=O)(=O)c1cc(F)ccc1F (centres undefined),9,2,4,-7,-4,-6,-4,0,0,i
C=CCn1ccc(O)c(Cc2ccc(Cl)cc2)c1=O,9,-2,-1,0,-2,-9,0,-7,-2,i
Cc1ccc(S(=O)(=O)Nc2cccc3ncccc23)cc1,22,-1,5,1,-2,4,14,4,1,i
C=CCc1c(C)nc(SC)nc1Nc1ccc(C(=O)O)cc1,19,1,0,-1,2,-10,-3,9,-5,i
COc1ccc(C(=O)NCC(=O)N2CCC(C)CC2)cc1OC,16,2,-2,-4,-1,-13,3,-5,-2,i
Cc1cc(C)c(S(=O)(=O)N2CCCc3ccccc32)c(C)c1,0,0,.,6,-3,10,-2,?,4,i
COc1ccccc1NC(=O)c1ccc(NS(=O)(=O)c2ccc(F)c(Cl)c2)cc1,27,3,-3,1,-5,-4,1,7,-3,i
COc1ccc(OCCCC(=O)Nc2cccnc2)cc1,11,2,-1,2,-1,-12,4,3,3,i
CC(Nc1ccccc1)c1cc(Cl)ccc1O (centres undefined),.,.,2,0,-4,.,.,3,.,.
Cn1c(=O)[nH]c(=O)c2c1nc(N1CCN(Cc3ccccc3)CC1)n2CCCc1ccccc1,-12,-5,4,4,3,4,-8,-1,-1,i
CCOC(=O)N1CCC(O)(c2cc(C)c(C)cc2C)CC1,9,-4,-15,-2,-2,-1,-9,-3,7,i
CSc1cccc(NC(=O)C(C)Sc2ccc(C)cc2)c1 (centres undefined),25,3,4,9,-1,-9,-2,4,-5,i
COc1ccc(OC)c(C(=O)COC(=O)c2ccc(C)o2)c1,10,4,6,1,0,7,-4,-1,5,i
CCSc1nc(O)c(C2OC(=O)c3c2ccc(OC)c3OC)c(=O)n1-c1ccccc1 (centres undefined),10,4,-3,0,-3,-8,-2,4,0,i
CCOC(=O)C(CC)Sc1nnc(COc2ccc(C)cc2)n1-c1ccccc1 (centres undefined),18,-2,0,2,-6,3,3,6,2,i
O=C(CSc1ncn(-c2ccccc2)n1)Nc1ccc(Br)cn1,16,5,2,1,7,-2,-1,2,11,i
CCOc1ccc(S(=O)(=O)NCc2ccc(C)cc2)c2cccnc12,19,0,1,-4,-3,-3,-2,-3,-4,i
COc1ccc(-c2csc3ncnc(N4CCN(c5ccccc5OC)CC4)c23)cc1,36,-1,12,4,-1,-14,11,8,-1,i
Cc1scc(C(=O)Nc2ccon2)c1-c1ccccc1,12,-5,1,-2,-1,-5,2,-1,-1,.
Cc1ccc(C2C(C(=O)c3cc4ccccc4o3)=C(O)C(=O)N2c2cc(C)on2)cc1 (centres undefined),28,0,-2,-5,-1,14,-2,-12,20,i
Cc1nnc(SCc2cc(=O)[nH]c(N3CCN(C)CC3)n2)s1,3,0,-5,-1,2,-9,4,2,-2,i
O=C(O)CCCNC(=O)/C(=C\C=C\c1ccccc1)NC(=O)c1ccccc1Cl,3,4,-1,-2,-1,22,-6,12,9,i
CC(=O)Oc1cc(OC(C)=O)c2c(=O)c(-c3ccc4c(c3)OCCCO4)c(C)oc2c1,20,4,5,0,-1,22,11,-21,0,i
CCCCn1cnc2c(oc3ccccc32)c1=O,-2,-7,2,2,2,5,-4,4,8,i
Cc1ccccc1NC(=O)CSc1nc2c(c(=O)n(C)c(=O)n2C)n1C,8,1,-1,3,0,-5,-3,-8,-2,i
CC(=O)Nc1nc(-c2ccc3c(c2)OCO3)cs1,16,1,57*,2,-1,28,13,3,3,i
CC(C)CCN1CCN(Cc2nc3c(s2)CCCC3)CC1CCO (centres undefined),-1,-2,3,-4,-4,-17,-5,1,-2,i
O=[N+]([O-])c1cnc2ccccc2c1,18,1,7,4,0,-13,-5,3,-12,i
C=CCN1C(=O)c2ccc(C(=O)OCC(=O)N3CCN(c4ccccc4)CC3)cc2C1=O,33,-2,-2,.,-3,-13,7,1,-5,i
O=C(NCCO)/C(=C/c1ccc(Br)cc1)NC(=O)c1cccs1,21,1,6,4,-7,-5,9,4,5,i
# Later entries:
SMILES,AI-2 QS modul,GSK3B inh,DYRK1A inh,HSP90 refold inh,GSK3 alpha inh,HSF-1 act,Platelet DG rel,HDAC3 inh,HSF1 inh,PolyA inh
Cc1cc(Cl)ccc1NC(=S)NCCN1CCOCC1,9,-2,8,1,-1,0,1,.,-2,.
CCCNC(=O)CN(C)S(=O)(=O)c1ccc(F)cc1,9,-21,-1,-1,0,-13,8,1,1,i
CCOC(=O)C1CCN(C(=O)c2cccc(N3C(=O)NC4CC3(C)Oc3ccc(C)cc34)c2)CC1 (centres undefined),54,.,0,-2,0,-5,-3,0,-5,i
COc1ccc(NC(=O)CSc2nnc(N)s2)cc1,6,5,2,-5,-1,-31,-2,8,-19,i
CCOc1ccc(C(=S)N2CCOCC2)cc1,13,1,-4,4,-3,7,7,-8,-5,i
O=C(COC(=O)c1ccco1)c1ccc(Cl)cc1,1,-1,14,-1,1,5,-10,0,14,i
CC1Cc2cc(S(=O)(=O)NCCC(=O)NCc3ccc(F)cc3)ccc2N1C(=O)C1CC1 (centres undefined),13,2,.,0,-1,-27,7,4,-7,i
CC(OC(=O)CC(NC(=O)c1ccccc1Cl)c1ccccc1)C(=O)Nc1cccc(Cl)c1Cl (centres undefined),18,-4,-2,9,1,15,-2,5,6,i
CCN(CC)S(=O)(=O)c1cccc(C(=O)NCC(=O)OCC(=O)NCc2ccccc2)c1,36,-4,2,-1,0,4,4,2,0,i
Cc1cccc(CN2C(=O)[C@@H]3Cc4c([nH]c5ccccc45)C(C)(C)N3C2=O)c1,1,2,16,.,-3,-12,5,15,-1,i
COc1ccc(/C=N/NC(=O)c2cccnc2)cc1CN1CCN(c2ccc(F)cc2)CC1,1,-6,.,4,-2,10,-29,-3,-14,i

# Record cards, from the list above. Order of values: AI-2 QS modul, GSK3B inh, DYRK1A inh, HSP90 refold inh, GSK3 alpha inh, HSF-1 act, Platelet DG rel, HDAC3 inh, HSF1 inh, PolyA inh
# Cc1cccc(CN2C(=O)[C@@H]3Cc4c([nH]c5ccccc45)C(C)(C)N3C2=O)c1 is listed as 1, 2, 16, ., -3, -12, 5, 15, -1, i
# Cc1cc(Cl)ccc1NC(=S)NCCN1CCOCC1 is listed as 9, -2, 8, 1, -1, 0, 1, ., -2, .
# COc1ccc(NC(=O)CSc2nnc(N)s2)cc1 is listed as 6, 5, 2, -5, -1, -31, -2, 8, -19, i
# CC1Cc2cc(S(=O)(=O)NCCC(=O)NCc3ccc(F)cc3)ccc2N1C(=O)C1CC1 (centres undefined) is listed as 13, 2, ., 0, -1, -27, 7, 4, -7, i
